KB-V1 MDR tox = kills drug-selected multidrug resistant KB-V1 cells; Potency, µM (titrated, usually from 46.1 µM), for inactives: at the top dose activity change, negative = cytotoxicity, usual class: cytotoxic; 3.4% of 400,000 active; KB-V1 MDR cells viability, CellTiter-Glo, 72 h; also: % is scaled to controls: 0 for no effect and ±100 for the full control effect; nearly all actives have a fitted effect of over 60% in size
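Following 72 h at 37 degrees C with compound, KB-V1 cell viability was read by CellTiter-Glo luminescence, medium being phenol-red-free DMEM plus 10% FBS; concentration-response parameters came from normalized, curve-fitted qHTS data.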
GLP1R ag = agonists of human GLP-1 receptor. P43220. HEK293 GLP-1R CRE-luciferase, luminescence, 4-6 h; cells express a hypersensitive GLP-1R form. Potency, µM (titrated, usually from 45.6 µM), for inactives: at the highest dose activation, usual class: activators. 0.007% of 380,000 active. AID 624172; also: % of control where 0% means no effect
Target sequence (P43220 whole entry, looked up): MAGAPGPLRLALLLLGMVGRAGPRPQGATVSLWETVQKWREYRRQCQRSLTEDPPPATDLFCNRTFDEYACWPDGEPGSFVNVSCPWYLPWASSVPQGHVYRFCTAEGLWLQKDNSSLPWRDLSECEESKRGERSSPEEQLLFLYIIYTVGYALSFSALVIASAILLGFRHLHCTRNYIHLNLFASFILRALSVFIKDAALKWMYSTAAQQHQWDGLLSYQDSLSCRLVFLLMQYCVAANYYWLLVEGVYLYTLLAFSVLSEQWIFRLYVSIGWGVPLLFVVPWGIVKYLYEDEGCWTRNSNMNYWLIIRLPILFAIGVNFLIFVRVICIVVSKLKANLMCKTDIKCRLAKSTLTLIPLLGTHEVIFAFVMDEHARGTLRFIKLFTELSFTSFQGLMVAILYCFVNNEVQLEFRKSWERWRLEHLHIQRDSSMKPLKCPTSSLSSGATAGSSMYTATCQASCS
HT1080-NT tox = kills 2HG-producing HT-1080-NT fibrosarcoma cells. HT-1080-NT fibrosarcoma viability, CellTiter-Glo ATP luminescence, 48 h. Potency, µM (titrated, usually from 46.1 µM), inactives show at the highest dose activity, negative = less viability, hits mostly cytotoxic. 1.6% of 360,000 active. AID 686970;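 also: NT is the 2HG producing partner of a matched IDH1 knockdown line; 0% = DMSO-treated cells and -100% = media-only wells without cells; nearly all actives have a fitted effect of over 55% in size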
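Luminescent CellTiter-Glo readout after 48 hours of compound exposure at 37 degrees C defined viability of HT-1080-NT cells. Activity was normalized to DMSO wells and cell-free media wells; concentration-response curves were fitted and assigned curve classes.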
TDP43 rescue = TDP-43 toxicity inhibition in yeast | AID 652104 | 1.8% of 410,000 active | Potency, µM (doses to about 46.1 µM), without a hit: top-dose growth rescue (activation), most hits filed as activators | TDP-43 expressing yeast growth rescue, BacTiter-Glo, 24 h; also: % of control where 0% means no effect; nearly all actives have a fitted effect of over 50% in size
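Galactose-induced TDP-43 yeast, OD600=0.02, compound pinned; 24 hr, 30 deg C; BacTiter-Glo luminescence for growth. Inhibitors of TDP-43 toxicity read as activators.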
GLP1R cytotox = cytotoxicity counter-screen for GLP-1 receptor inverse agonists; HEK293 cAMP-luciferase reporter cells, luminescence, 24 h; Potency, µM (doses to about 38.3 µM), without a hit: top-dose activity change, negative = inhibition, actives largely listed as inhibitors; 0.13% of 410,000 active;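 also: loss of luciferase light is scored as toxicity; % is scaled to controls: 0 for no effect and ±100 for the full control effect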
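Luminescence readout: signal drop marks cytotoxicity. Plated cells grew 12 h at 37 °C, 5% CO2, received 23 nL compound for 24 h, then got luciferase reagent, read after 12 min at RT.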
SW480 rereplic = induces DNA re-replication in SW480 colon adenocarcinoma cells; SW480 DNA re-replication, Hoechst DNA content imaging, 48 h; 1.8% of 340,000 active; Potency, µM (series often up to 46.1 µM), without a hit: at the top dose re-replication activation, most hits filed as activators; also: % of control where 0% means no effect; nearly all actives have a fitted effect of over 55% in size
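Hoechst fluorescence of nuclei (405 nm excitation, 500-530 nm emission) measured by plate-scanning imager after 48 hr compound exposure at 37 C; re-replication scored as increased number of nuclei with elevated intensity.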
HT1080 IDH1KD tx = toxicity to HT-1080 IDH1 knockdown cells (counter line); HT-1080 IDH1 knockdown viability, ATP luminescence, 48 h; Potency, µM (highest dose often 46.1 µM), without a hit: top-dose activity, negative = toxicity, usual class: cytotoxic; 2% of 360,000 active;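 also: 0% = DMSO wells and -100% = cell-free medium wells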
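CellTiter-Glo luminescence after 48 h compound exposure at 37 degrees C of IDH1-knockdown HT-1080 cells in 5% FBS RPMI. %Activity scaled between DMSO wells and cell-free media wells, with curves fitted and assigned curve classes.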
KB-3-1 cytotox = KB-3-1 parental cell cytotoxicity; KB-3-1 viability, CellTiter-Glo ATP luminescence, 72 h; Potency, µM (highest dose often 46.1 µM), without a hit: at the top dose activity change, negative = cytotoxic, usual class: cytotoxic; 1.4% of 400,000 active; also: % is scaled to controls: 0 for no effect and ±100 for the full control effect; nearly all actives have a fitted effect of over 60% in size
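Luminescent ATP read-out (CellTiter-Glo) measures survival of drug-naive KB-3-1 cells after 72 h compound exposure at 37 °C. Titration series was screened from lowest to highest concentration, with DMSO vehicle plates as background controls.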
GLP-1R inv ag = acts as inverse agonist at human GLP-1 receptor; Potency, µM (highest dose often 38.3 µM), for the others: at the top dose activity change, negative = inhibition, most hits filed as inhibitors; 1.6% of 410,000 active; HEK293 GLP-1R CRE-luciferase, luminescence, 24 h; GLP-1R form is constitutively active; also: % is scaled to controls: 0 for no effect and ±100 for the full control effect; nearly all actives have a fitted effect of over 55% in size
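qHTS in 1536-well format: reporter HEK293 cells expressing constitutive GLP-1R activity in DMEM + 10% Nu serum, 24 hr with compounds at 37 deg C, luminescence read after 12 min with detection reagent.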
* hit, by the source's call; [ ] = remark or other dose. Calls follow the shape of the dose curve; as a rule, active = well fitted curve in the direction sought with a large enough effect; inconclusive = small, poorly fitted or top-dose-only effect, or another doubt; inactive = no such curve, though single readings can be large; an effect the other way counts as inactive or inconclusive. Potency is read from the fitted curve at half-maximal effect. Not a hit list. About 9.4% of those tested had a hit in this group.

CCOC(=O)c1cnc(-c2ccccc2)nc1Oc1cccc(Cl)c1 was read as KB-V1 MDR tox -4.3%, GLP1R ag 17.5%, HT1080-NT tox 20.1%, TDP43 rescue 5.8%, GLP1R cytotox -2.0%, SW480 rereplic -3.5%, HT1080 IDH1KD tx 13.3%, KB-3-1 cytotox 3.6% and GLP-1R inv ag 18.3%.
`CC(=O)c1ccc(NC(=O)c2noc(C(C)C)c2[N+](=O)[O-])cc1` gave KB-V1 MDR tox 13.8%, GLP1R ag 2.4%, HT1080-NT tox 7.7%, TDP43 rescue 17.8µM*, GLP1R cytotox -14.3%, SW480 rereplic inconclusive, HT1080 IDH1KD tx 3.4%, KB-3-1 cytotox -5.0% and GLP-1R inv ag 12.0%.
`COCCN(C(=O)COC(=O)C12CC3CC(CC(Cl)(C3)C1)C2)c1c(N)n(Cc2ccccc2)c(=O)[nH]c1=O` gave KB-V1 MDR tox 11.7%, GLP1R ag 0.8%, HT1080-NT tox 1.4%, TDP43 rescue 18.1%, GLP1R cytotox 9.7%, SW480 rereplic -10.2%, HT1080 IDH1KD tx -7.6%, KB-3-1 cytotox 16.7% and GLP-1R inv ag 4.7%.
`O=C(CSc1nnc(-c2cccs2)n1Cc1ccccc1)N1CCc2ccccc2C1` gave KB-V1 MDR tox 0.0%, GLP1R ag 2.7%, HT1080-NT tox -1.5%, TDP43 rescue -18.3%, GLP1R cytotox -0.5%, SW480 rereplic 1.4%, HT1080 IDH1KD tx -10.9%, KB-3-1 cytotox 8.1% and GLP-1R inv ag inconclusive.
Screening O=C(/C=C/c1ccccc1)OCC(=O)c1ccc[nH]1 returned KB-V1 MDR tox 15.6%, GLP1R ag 14.7%, HT1080-NT tox 17.8%, TDP43 rescue -16.7%, GLP1R cytotox -9.8%, SW480 rereplic -171.7%[inhibitor], HT1080 IDH1KD tx 1.7%, KB-3-1 cytotox 19.1% and GLP-1R inv ag 11.8%.
`CCOc1cccc(NC(=O)c2cnccc2C(F)(F)F)c1` gave KB-V1 MDR tox -11.0%, GLP1R ag 7.3%, HT1080-NT tox 13.6%, TDP43 rescue 8.3%, GLP1R cytotox -4.1%, SW480 rereplic -19.0%, HT1080 IDH1KD tx 9.6%, KB-3-1 cytotox -3.3% and GLP-1R inv ag -7.2%.
Screening CCCCCC(=O)NC(Cc1ccc(OC)c([N+](=O)[O-])c1)C(=O)O (configuration not stated) returned KB-V1 MDR tox 21.3%, GLP1R ag -0.2%, HT1080-NT tox 7.3%, TDP43 rescue -2.9%, GLP1R cytotox 1.4%, SW480 rereplic -87.4%[inhibitor], HT1080 IDH1KD tx 0.1%, KB-3-1 cytotox 1.5% and GLP-1R inv ag 15.0%.
For Cc1ccccc1-c1n[nH]nc1C1=CC(=O)C[C@H](c2ccc(F)cc2)C1 the results were KB-V1 MDR tox 7.8%, GLP1R ag 12.1%, HT1080-NT tox -8.0%, TDP43 rescue 19.0%, GLP1R cytotox -8.5%, HT1080 IDH1KD tx -12.8%, KB-3-1 cytotox -4.8% and GLP-1R inv ag -30.1%.
CN1CCN(NC(=O)c2cc(-c3cccc(Cl)c3)nc3ccccc23)CC1 was read as KB-V1 MDR tox -24.4%, GLP1R ag -0.8%, HT1080-NT tox 16.4µM*, TDP43 rescue -9.4%, GLP1R cytotox -0.8%[7.66 µM], SW480 rereplic 6.0%, HT1080 IDH1KD tx inconclusive, KB-3-1 cytotox -2.6% and GLP-1R inv ag -19.6%[7.66 µM].
Screening Cc1oc(-c2ccccc2F)nc1CS(=O)CC(=O)NCc1ccc(Cl)cc1 (configuration not stated) returned KB-V1 MDR tox -23.1%, GLP1R ag 10.5%, HT1080-NT tox -3.7%, TDP43 rescue -4.0%, GLP1R cytotox -7.8%, SW480 rereplic -21.9%, HT1080 IDH1KD tx 7.0%, KB-3-1 cytotox 1.1% and GLP-1R inv ag -12.6%.
C=CC1=CCN(S(=O)(=O)C(C)(C)C)[C@H]1CCO was read as KB-V1 MDR tox 0.0%, GLP1R ag 10.9%, HT1080-NT tox 13.3%, TDP43 rescue 19.3%, GLP1R cytotox -8.4%, HT1080 IDH1KD tx 10.7%, KB-3-1 cytotox 28.5% and GLP-1R inv ag -9.4%.
`Cc1ccc(CNC(=O)C2c3ccccc3C(=O)N3CCc4ccccc4C23)o1` (configuration not stated) gave KB-V1 MDR tox 5.0%, GLP1R ag -8.4%, HT1080-NT tox -0.9%[9.24 µM], TDP43 rescue -4.5%, GLP1R cytotox 0.9%, SW480 rereplic inconclusive, HT1080 IDH1KD tx inconclusive, KB-3-1 cytotox 2.9% and GLP-1R inv ag 0.0%.
For CCC(=O)Nc1ccc2c(c1)ncn2-c1ccccc1C the results were KB-V1 MDR tox -2.3%, GLP1R ag -0.3%, HT1080-NT tox -9.0%, TDP43 rescue 13.9%, GLP1R cytotox -5.1%, SW480 rereplic 19.8%, HT1080 IDH1KD tx 10.4%, KB-3-1 cytotox -9.9% and GLP-1R inv ag 24.6%.
For Cc1ccc(C2NC(=S)NC3=C2C(=O)CC(C)(C)C3)cc1 (configuration not stated) the results were KB-V1 MDR tox inconclusive, GLP1R ag 17.7%, HT1080-NT tox 9.9%, TDP43 rescue 9.8%, GLP1R cytotox -12.1%, SW480 rereplic 0.1%, HT1080 IDH1KD tx 11.3%, KB-3-1 cytotox 10.0% and GLP-1R inv ag 0.5%.
Screening Cc1nn(C)c2c1c(C(F)(F)F)cc(=O)n2CC(=O)NCc1ccc(OC(C)C)cc1 returned KB-V1 MDR tox -12.9%, TDP43 rescue 20.5%, GLP1R cytotox 26.9%, KB-3-1 cytotox -0.8% and GLP-1R inv ag -3.2%.
CN(CC(=O)Nc1ccc(F)cc1)C(=O)c1ccc(-c2ccc(F)cc2)o1 was read as KB-V1 MDR tox -17.2%, GLP1R ag 7.2%, HT1080-NT tox -15.7%, TDP43 rescue 5.3%, GLP1R cytotox 0.8%, HT1080 IDH1KD tx -14.9%, KB-3-1 cytotox -0.2% and GLP-1R inv ag inconclusive.
Screening O=S(=O)(NC1CC1)c1ccc(S(=O)(=O)N(Cc2ccccn2)C2CC2)cc1 returned KB-V1 MDR tox 9.4%, GLP1R ag -1.2%, HT1080-NT tox -1.3%, TDP43 rescue -8.0%, GLP1R cytotox 2.0%, SW480 rereplic 2.1%, HT1080 IDH1KD tx -13.0%, KB-3-1 cytotox 0.4% and GLP-1R inv ag 6.8%.
COc1ccc(-c2ccc3[nH]c4c(c3c2)CCN2C(=O)[C@@H]([C@H](C)O)[C@@H](N(C)C(=O)Nc3ccc(F)cc3)C[C@@H]42)cc1 was read as KB-V1 MDR tox 16.4µM*, GLP1R ag -4.8%, HT1080-NT tox inconclusive, TDP43 rescue 0.0%, GLP1R cytotox 11.7%, HT1080 IDH1KD tx inconclusive, KB-3-1 cytotox -7.1% and GLP-1R inv ag inconclusive.
`O=C(NCc1ccccc1)C12CN(Cc3ccccc3)CC1C(c1cccc([N+](=O)[O-])c1)=NO2` (configuration not stated) gave KB-V1 MDR tox inconclusive, GLP1R ag -0.9%, HT1080-NT tox -7.4%, TDP43 rescue 6.8%, GLP1R cytotox -17.5%, SW480 rereplic 4.0%, HT1080 IDH1KD tx -0.3%, KB-3-1 cytotox -29.2% and GLP-1R inv ag inconclusive.
For Cc1c(OCC(=O)N2CCC(C(=O)NCCCC(=O)O)CC2)ccc2c1oc(=O)c1ccccc12 the results were KB-V1 MDR tox 14.4%, GLP1R ag -5.1%, HT1080-NT tox 7.3%, TDP43 rescue 14.7%, GLP1R cytotox -2.1%, SW480 rereplic -14.4%, HT1080 IDH1KD tx 8.5%, KB-3-1 cytotox 0.4% and GLP-1R inv ag 8.6%.
For CSc1cccc(-c2nnc(NC(=O)c3cccc(N4C(=O)CCC4=O)c3)o2)c1 the results were KB-V1 MDR tox -24.1%, GLP1R ag -20.6%, HT1080-NT tox -2.0%, TDP43 rescue 19.8%, GLP1R cytotox 1.2%, SW480 rereplic -2.6%, HT1080 IDH1KD tx -16.6%, KB-3-1 cytotox 18.0% and GLP-1R inv ag 1.6%.
Cc1ccc(S(=O)(=O)N(C)C)cc1NC(=O)CSc1nncs1 was read as KB-V1 MDR tox -10.5%, GLP1R ag -14.7%, HT1080-NT tox -0.9%, TDP43 rescue 13.9%, GLP1R cytotox 2.9%, SW480 rereplic -6.5%, HT1080 IDH1KD tx 14.6%, KB-3-1 cytotox -5.7% and GLP-1R inv ag 3.3%.
Screening COc1ccc(-c2nc3cc(C(C)C)ccc3o2)cc1NC(=O)c1ccc(C)c(Cl)c1 returned KB-V1 MDR tox -13.7%, TDP43 rescue -3.4%, GLP1R cytotox -1.2%, KB-3-1 cytotox 6.4% and GLP-1R inv ag 5.9%.
For CC(C)CN1C(=O)c2ccc(C(=O)Nc3ccccn3)cc2C1=O the results were KB-V1 MDR tox inconclusive, GLP1R ag -8.0%, HT1080-NT tox 12.7%, TDP43 rescue -6.1%, GLP1R cytotox 4.7%, SW480 rereplic -1.4%, HT1080 IDH1KD tx 21.1%, KB-3-1 cytotox 10.3% and GLP-1R inv ag 3.4%.
`CN(Cc1ccccc1F)C(=O)CN1C(=O)NC2(CCc3ccccc32)C1=O` (configuration not stated) gave KB-V1 MDR tox -26.6%, GLP1R ag -8.8%, HT1080-NT tox 0.0%, TDP43 rescue 7.8%, GLP1R cytotox 14.1%, SW480 rereplic 2.3%, HT1080 IDH1KD tx 2.7%, KB-3-1 cytotox -4.7% and GLP-1R inv ag -4.3%.
Screening O=C(CCN1C(=O)c2ccccc2C1=O)Nc1ccncc1 returned KB-V1 MDR tox -3.8%, GLP1R ag 6.9%, HT1080-NT tox 14.2%, TDP43 rescue -4.6%, GLP1R cytotox -2.9%, SW480 rereplic -7.1%, HT1080 IDH1KD tx 8.7%[9.24 µM], KB-3-1 cytotox 5.2% and GLP-1R inv ag 4.1%.
